Screens from PubChem.
C diff HTS: inhibitors of Clostridium difficile growth | hit rate 0.25% among 86,000 | growth activity, negative = inhibition, % at 16 µg/mL (by protocol) | Clostridium difficile clinical isolate growth, OD600, 24 h; stronger effect = lower value;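 active means mean growth activity at or below -80% and every replicate also at or below -80%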;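 further: 0% = DMSO wells and -100% = levofloxacin 16 µg/mL wells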
Pf Dd2 inh: blocks growth of Plasmodium falciparum Dd2 parasites. P. falciparum Dd2 growth, SYBR Green, 72 h; stronger effect = lower value. AID 1159554. activity change, % at 10 µM. hit rate 2.3% among 94,000; in the data active means activity change below about -80%
GASC1 inh: KDM4C (human) demethylase inhibition; inhibition, % at 12.5 µM; hit rate 0.15% among 96,000; AID 720574; Q9H3R0; GST-KDM4C 2-372, H3K9me3 peptide, LANCE TR-FRET;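 active means mean replicate inhibition above about 25%, with at least 55% of replicates also reaching it, limit read from the data, passing the limit was not always enough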
Target sequence (Q9H3R0 2-372 limits assumed): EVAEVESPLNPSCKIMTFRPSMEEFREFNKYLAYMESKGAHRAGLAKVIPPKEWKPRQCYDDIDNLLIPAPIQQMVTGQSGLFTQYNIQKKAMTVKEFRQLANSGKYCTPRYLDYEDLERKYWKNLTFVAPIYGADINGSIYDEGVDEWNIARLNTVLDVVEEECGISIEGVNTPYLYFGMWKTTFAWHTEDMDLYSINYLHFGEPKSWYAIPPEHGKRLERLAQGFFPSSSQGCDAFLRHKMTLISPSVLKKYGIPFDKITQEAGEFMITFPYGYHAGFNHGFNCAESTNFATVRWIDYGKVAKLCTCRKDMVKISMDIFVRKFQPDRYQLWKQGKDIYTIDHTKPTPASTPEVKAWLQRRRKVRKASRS
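Material: N-terminal GST-fused human GASC-1 (KDM4C) fragment, residues 2-372. Input: 10 nM enzyme. Incubation: enzyme reaction 30 min, then detection 60 min, both room temperature. Doses: one test concentration per compound. Read-out basis: inhibition from TR-FRET ratio decrease. Detection: LANCE TR-FRET, excitation 340 nm, emissions 618 and 671 nm.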
T cruzi growth: blocks T. cruzi growth in NIH3T3 culture | AID 624255 | hit rate 5.9% among 77,000 | inhibition, % at 8.34 µM | T. cruzi beta-gal in NIH3T3, GalScreen luminescence, 90 h;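 active means mean inhibition above about 93%, with at least 55% of replicates each passing it, limit read from the data, passing the limit was not always enough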
* = called active by the depositor; / = no result given; & = joins results of further samples. Outcome played no part in choosing rows; 7% or so of the library scored in one or more.

SMILES | C diff HTS | Pf Dd2 inh | GASC1 inh | T cruzi growth
C/C=C/c1ccc([C@@H]2[C@H](CO)N3CCCCN(C(=O)Nc4ccc(OC)cc4)C[C@@H]23)cc1 | 4 | -24 | -3.1 | 61
CC(C)COC(=O)N(C)C[C@H]1OCc2cn(nn2)CCCC(=O)N([C@@H](C)CO)C[C@H]1C | / | -5 | -0.4 | -29
C[C@@H]1CCCCO[C@H](CN(C)S(=O)(=O)c2ccc(F)cc2)[C@H](C)CN([C@@H](C)CO)C(=O)c2cc(NC(=O)Nc3cccc4ccccc34)ccc2O1 | -12 | -58 | -0.6 | 84
COc1ccc(CNC(=O)N(C)C[C@@H]2OCc3ccccc3-c3ccccc3C(=O)N([C@H](C)CO)C[C@H]2C)cc1 | -1 | -12 | 0.2 | 54
C/C=C/c1ccc([C@H]2[C@@H](CO)N(C(=O)CN(C)C)[C@H]2CN(C)C(C)=O)cc1 | 2 | 21 | 1.6 | /
CCCNC(=O)C[C@@H]1C[C@@H]2c3cc(NC(=O)CN(C)C)ccc3O[C@@H]2[C@H](CO)O1 | 0 | 31 | 0.9 | 88
O=C(CN1CCOCC1)N1CC[C@H]2[C@H](CO)Nc3ccc(-c4ccc(F)cc4)cc3[C@H]21 | 3 | -25 | -1.4 | 86
C[C@@H]1CN([C@H](C)CO)C(=O)c2cc(NC(=O)C3CCCCC3)ccc2O[C@H]1CN(C)C(=O)Nc1ccc2c(c1)OCO2 | -2 | 8 | 0.3 | 46
C[C@H](CO)N1C[C@H](C)[C@@H](CN(C)C(=O)C2CCOCC2)Oc2cc(-c3ccc(F)cc3)ccc2S1(=O)=O | -1 | -11 | -2.0 | 22
C[C@H]1CN([C@@H](C)CO)C(=O)Cc2cc(NC(=O)c3ccncc3)ccc2O[C@@H]1CN(C)CC1CCCCC1 | -7 | -12 | -0.3 | 15
CC(C)NC(=O)Nc1ccc2c(c1)CC(=O)N([C@@H](C)CO)C[C@H](C)[C@H](CN(C)C(=O)NC(C)C)O2 | 2 | 20 | 1.3 | -10
CN(C)C(=O)c1cccc(-c2ccccc2[C@@H]2[C@@H](C#N)N(C(=O)C3CCC3)[C@@H]2CO)c1 | 0 | 34 | -0.4 | /
CC(C)NC(=O)Nc1ccc2c(c1)C(=O)N([C@@H](C)CO)C[C@@H](C)[C@@H](CN(C)S(=O)(=O)c1ccc(F)cc1)OCCCC[C@H](C)O2 | 1 | / | 0.1 | -55
CN(C)C(=O)C[C@H]1CC[C@H]2[C@@H](COc3ccc(NC(=O)NCc4ccccc4)cc3C(=O)N2C)O1 | -2 | -72 | 0.5 | -45
O=C(C[C@@H]1CC[C@H]2[C@@H](COC[C@@H](O)CN2C(=O)c2ccccc2F)O1)NCc1ccc(Cl)cc1 | / | 8 | -0.3 | 1
Cc1ccc(S(=O)(=O)Nc2ccc3c(c2)C(=O)N([C@@H](C)CO)C[C@H](C)[C@H](CN(C)C(=O)Nc2ccc(F)cc2)OCCCC[C@@H](C)O3)cc1 | / | -77 | 0.6 | 86
CC(C)NC(=O)Nc1cccc2c1O[C@H](CN(C)CC1CCCCC1)[C@H](C)CN([C@@H](C)CO)C2=O | 0 | -23 | -1.1 | -35
CCCN(C)C[C@@H]1OCCCC[C@@H](C)Oc2ccc(NS(=O)(=O)c3c(C)noc3C)cc2C(=O)N([C@H](C)CO)C[C@@H]1C | 0 | -18 | 4.5 | -26
O=C(C1CCCC1)N1CC[C@@H]2[C@H](CO)Nc3ccc(C#Cc4ccc(F)cc4)cc3[C@@H]21 | -9 | -67 | -1.6 | /
O=C(C[C@H]1CC[C@H]2[C@@H](COC[C@@H](O)CN2C(=O)c2ccccc2F)O1)NCc1ccc(Cl)c(Cl)c1 | 6&3 | -17 | 1.1 | 40
O=C(C[C@@H]1CC[C@@H](NC(=O)c2cccc(F)c2)[C@@H](CO)O1)NCc1ccc(Oc2ccccc2)cc1 | -10 | 10 | -1.2 | 58
CNC[C@@H]1OCCCC[C@H](C)Oc2ccc(NS(=O)(=O)c3ccc(OC)cc3)cc2C(=O)N([C@H](C)CO)C[C@@H]1C | -3 | 10 | -1.1 | 14
CC(C)NC(=O)Nc1ccc2c(c1)C(=O)N([C@@H](C)CO)C[C@@H](C)[C@@H](CN(C)CC1CCCCC1)OCCCC[C@H](C)O2 | / | -17 | 10 | 78
COCC(=O)N1CC2(C1)CN(Cc1cccc(OC)c1)[C@H](CO)c1[nH]c3cc(OC)ccc3c12 | 2 | -66 | -0.3 | /
COc1ccc2c3c(n(C)c2c1)[C@H](CO)N(C(C)=O)CC31CN(C(=O)Nc2ccc(F)cc2)C1 | 9 | -6 | -0.6 | /
COc1ccccc1-c1ccc([C@@H]2[C@@H](C#N)N(C(=O)C3CCC3)[C@H]2CO)cc1 | 7 | 4 | -0.1 | 49
CN(C)C(=O)C[C@H]1CC[C@@H]2[C@@H](COc3ccc(NC(=O)C4CCCC4)cc3C(=O)N2C)O1 | 4 | 20 | 5.5 | /
C[C@@H]1CN([C@@H](C)CO)S(=O)(=O)c2ccc(C#CCC3CCCC3)cc2O[C@H]1CN(C)C(=O)c1cnccn1 | -13 | -42 | -0.1 | 43
COc1ccc(CN(C)C[C@@H]2OCCCC[C@H](C)Oc3ccc(NC(=O)Cc4ccccc4)cc3C(=O)N([C@@H](C)CO)C[C@H]2C)cc1 | -10 | -69 | -0.8 | 90
CCNC(=O)C[C@H]1CC[C@H]2[C@@H](COC[C@H](O)CN2Cc2ccncc2)O1 | 1&-3 | / | 2.9 | -35
COc1ccc(S(=O)(=O)N(C)C[C@@H]2Oc3ccc(NC(=O)CCCN(C)C)cc3C(=O)N([C@@H](C)CO)C[C@@H]2C)cc1 | 6 | 8 | -0.6 | /
C[C@@H](NC(=O)[C@@H]1[C@@H](CO)[C@@H]2Cn3c(ccc(C4=CCCCC4)c3=O)[C@@H]2N1C)c1ccccc1 | 1 | -16 | 4.5 | 15
CNC[C@@H]1OCCCC[C@H](C)Oc2ccc(NC(=O)c3ccccc3)cc2C(=O)N([C@@H](C)CO)C[C@H]1C | -5 | -23 | -1.2 | 21
CC(C)C#Cc1ccc2c(c1)O[C@@H](CN(C)C(=O)CC1CC1)[C@@H](C)CN([C@@H](C)CO)S2(=O)=O | -23 | -47 | -3.1 | 75
Cc1noc(C)c1NC(=O)N[C@H]1C=C[C@H](CC(=O)N2CCN(C)CC2)O[C@H]1CO | 1 | -6 | 1.3 | -54
CCCNC(=O)C[C@H]1CC[C@H]2[C@@H](COC[C@@H](O)CN2S(=O)(=O)c2ccc(Oc3ccccc3)cc2)O1 | 1&-4 | 0 | 0.6 | -12
Cc1cccc(S(=O)(=O)N2C[C@@H](O)COC[C@H]3O[C@H](CC(=O)NCc4ccc5c(c4)OCO5)CC[C@@H]32)c1 | / | -21 | -0.3 | 25
COc1ccc(S(=O)(=O)N(C)C[C@H]2Oc3ccc(NS(=O)(=O)c4ccc(F)cc4)cc3CC(=O)N([C@@H](C)CO)C[C@@H]2C)cc1 | -5 | -37 | 1.3 | -19
CCCC(=O)Nc1ccc2c(c1)OC[C@@H](C)N(CCC(F)(F)F)C[C@H](C)[C@@H](OC)CN(C)C2=O | / | 8 | -0.3 | -6
C[C@@H]1CN([C@@H](C)CO)C(=O)Cc2cc(NC(=O)c3ccncc3)ccc2O[C@H]1CN(C)Cc1ccc(C(=O)O)cc1 | 2 | 15 | -0.8 | /
Cc1noc(C)c1S(=O)(=O)Nc1cccc2c1O[C@@H](CN(C)S(=O)(=O)c1ccc(Cl)cc1)[C@@H](C)CN([C@@H](C)CO)C2=O | / | -24 | -1.4 | -153
COc1ccc(S(=O)(=O)N[C@H]2CC[C@@H](CCNC(=O)c3ccccc3F)O[C@H]2CO)cc1 | 2 | -11 | 0.8 | -43
CCC(=O)N1CCCCN2[C@H](C1)[C@H](c1ccc(-c3cccc(C(=O)N(C)C)c3)cc1)[C@@H]2CO | -3 | 28 | 3.0 | 81
C[C@@H]1CN([C@H](C)CO)C(=O)c2cc(C3=CCCCC3)cnc2O[C@@H]1CN(C)C(=O)Nc1cccc(F)c1 | 3 | -11 | 0.9 | -81
C[C@@H]1CN([C@@H](C)CO)C(=O)c2cc(C#Cc3ccccc3F)cnc2O[C@H]1CN(C)C(=O)C1CCCCC1 | -23 | -33 | 1.9 | /
COc1ccccc1NC(=O)N1[C@@H](C#N)[C@@H](c2ccccc2)[C@@H]1CO | -4 | 9 | -0.1 | -9
N#Cc1ccc(-c2ccc([C@@H]3[C@@H](CO)N4C(=O)CN(C(=O)C5CCCCC5)C[C@H]34)cc2)cc1 | -2 | 7 | 0.0 | /
CCCC#Cc1cnc2c(c1)C(=O)N([C@@H](C)CO)C[C@H](C)[C@@H](CN(C)C)O2 | 2 | 8 | 3.4 | -18
CCCNC(=O)N1CC2(C1)CN(Cc1ccc(F)cc1)[C@H](CO)c1[nH]c3cc(OC)ccc3c12 | 12 | -65 | -0.5 | /
C[C@@H]1CN([C@@H](C)CO)C(=O)c2cc(-c3ccc(F)cc3)cnc2O[C@@H]1CN(C)CC1CCCCC1 | 24 | -46 | / | 43

Later entries:
SMILES | C diff HTS | Pf Dd2 inh | GASC1 inh | T cruzi growth
Cc1ccc(-c2ccc([C@H]3[C@H]4CN(C(=O)CN5CCOCC5)CC(=O)N4[C@H]3CO)cc2)cc1 | -23 | 17 | -0.5 | /
CO[C@H]1CN(C)C(=O)c2ccc(NC(=O)Nc3ccccc3F)cc2OC[C@H](C)N(C(C)=O)C[C@@H]1C | / | -3 | -0.3 | -5
C[C@@H]1CN([C@@H](C)CO)C(=O)CCCn2nncc2CO[C@@H]1CN(C)Cc1ccc2cccnc2c1 | 1 | 1 | -1.0 | 55
CC(C)NC(=O)Nc1ccc2c(c1)C(=O)N([C@@H](C)CO)C[C@H](C)[C@H](CN(C)C(=O)Nc1ccc(F)cc1)OCCCC[C@@H](C)O2 | 8 | -3 | -0.3 | 11
COCC#Cc1ccc2c(c1)O[C@H](CN(C)C(=O)C1CCCCC1)[C@H](C)CN([C@@H](C)CO)S2(=O)=O | 6 | -12 | 0.4 | 49
O=C(C[C@H]1C=C[C@@H](NC(=O)Nc2cccc(F)c2)[C@H](CO)O1)NCC1CC1 | -1 | 7 | -0.6 | /
COc1cccc(NC(=O)N2CC(=O)N3[C@@H](CO)[C@H](c4ccc(C#CC5CCCCC5)cc4)[C@@H]3C2)c1 | 44 | 5 | 0.7 | /
CO[C@@H]1CN(C)C(=O)c2ccc(NC(=O)Nc3ccccc3F)cc2OC[C@@H](C)N(CC2CC2)C[C@H]1C | / | -88* | 0.0 | 72
CCC(=O)N1CC2(C1)CN(Cc1ccccc1Cl)[C@@H](CO)c1c2c2ccc(OC)cc2n1C | 19 | -73 | 0.4 | /
C[C@H](CO)N1C[C@H](C)[C@@H](CN(C)C(=O)Nc2ccc3c(c2)OCO3)Oc2ccc(NC(=O)CCN3CCOCC3)cc2C1=O | / | 34 | 0.8 | 12

Pulled by compound from above:
SMILES | C diff HTS | Pf Dd2 inh | GASC1 inh | T cruzi growth
CO[C@H]1CN(C)C(=O)c2ccc(NC(=O)Nc3ccccc3F)cc2OC[C@H](C)N(C(C)=O)C[C@@H]1C | / | -3 | -0.3 | -5
C[C@H](CO)N1C[C@H](C)[C@@H](CN(C)C(=O)Nc2ccc3c(c2)OCO3)Oc2ccc(NC(=O)CCN3CCOCC3)cc2C1=O | / | 34 | 0.8 | 12

The main list resumes, starting 5 compounds before the break.
SMILES | C diff HTS | Pf Dd2 inh | GASC1 inh | T cruzi growth
O=C(C[C@H]1C=C[C@@H](NC(=O)Nc2cccc(F)c2)[C@H](CO)O1)NCC1CC1 | -1 | 7 | -0.6 | /
COc1cccc(NC(=O)N2CC(=O)N3[C@@H](CO)[C@H](c4ccc(C#CC5CCCCC5)cc4)[C@@H]3C2)c1 | 44 | 5 | 0.7 | /
CO[C@@H]1CN(C)C(=O)c2ccc(NC(=O)Nc3ccccc3F)cc2OC[C@@H](C)N(CC2CC2)C[C@H]1C | / | -88* | 0.0 | 72
CCC(=O)N1CC2(C1)CN(Cc1ccccc1Cl)[C@@H](CO)c1c2c2ccc(OC)cc2n1C | 19 | -73 | 0.4 | /
C[C@H](CO)N1C[C@H](C)[C@@H](CN(C)C(=O)Nc2ccc3c(c2)OCO3)Oc2ccc(NC(=O)CCN3CCOCC3)cc2C1=O | / | 34 | 0.8 | 12
CC(=O)N1[C@H](CN(C)C(=O)C2CCC2)[C@@H](c2ccccc2)[C@@H]1CO | 2 | 7 | 0.1 | 72
C[C@H]1CN([C@@H](C)CO)C(=O)Cc2cc(NC(=O)Nc3ccc(F)cc3)ccc2O[C@@H]1CN(C)S(=O)(=O)c1ccccc1 | -6 | -16 | -0.2 | -1
COc1ccc(C#Cc2ccc3c(c2)O[C@H](CN(C)C(=O)CN2CCOCC2)[C@@H](C)CN([C@H](C)CO)S3(=O)=O)cc1 | -1 | -40 | -2.5 | /
CO[C@H]1CN(C)C(=O)c2cc(NS(C)(=O)=O)ccc2OC[C@@H](C)N(C(=O)CN(C)C)C[C@@H]1C | -5 | 37 | 0.7 | 19
O=C(C[C@H]1CC[C@@H](NC(=O)c2cccnc2)[C@H](CO)O1)NCc1ccncn1 | -1 | 17 | 1.4 | -43
CO[C@H]1CN(C)C(=O)c2cc(NC(=O)C3CC3)ccc2OC[C@H](C)N(C(=O)CN(C)C)C[C@@H]1C | -14 | 14 | 2.1 | 4
